# GAA glycogen mod – qHTS Assay for Inhibitors and Activators of Human alpha-Glucosidase Cleavage of Glycogen; Potency, µM (titrated, usually from 76.4 µM), inactives show at the highest dose activity change, negative = inhibition, hits mostly inhibitors; recombinant GAA, glycogen substrate, Amplex Red glucose oxidase fluorescence; Lysosomal alpha-glucosidase (Homo sapiens), P10253; actives 0.38% (n = 300,000); AID 2100, 2009; active means well fitted inhibition curve with a large enough effect; inconclusive means small, poorly fitted or top-dose-only effect, or another doubt; inactive means no such curve, though single readings can be large or run the other way;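 further: 0% = full enzyme reaction and -100% = no-enzyme basal signal; the screen sought inhibitors and activators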
#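 Recombinant human alpha-glucosidase (4 nM final) hydrolysed bovine liver glycogen (30 ug) for 40 min at 37 C in pH 5.0 citrate/phosphate with 0.01% Tween-20. Released glucose detected by glucose oxidase/Amplex Red, Ex 573/Em 610 nm. Compounds up to 77 uM; AC50 from Hill fits.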
# * = called active by the depositor; u = inconclusive; & = joins results of further samples; [ ] = remark or other dose. Potency means the concentration at half of the fitted maximal effect.
> N=c1oc2cc(O)ccc2cc1C(=O)Nc1ccc(Cl)cc1
  GAA glycogen mod = -6%
> CCCN1CCC2(CC1)NC(C(=O)O)Cc1c2[nH]c2ccccc12 (configuration not stated)
  GAA glycogen mod = 7%
> O=C(CN1CCCCC1)Nc1nc(-c2ccc(Cl)cc2)cs1
  GAA glycogen mod = 4%
> CCS(=O)(=O)c1ncc(N(Cc2ccc(F)cc2)Cc2ccco2)c(C(=O)Nc2cc(C)ccc2C)n1
  GAA glycogen mod = -5%[76.3 µM]
> O=C(NCCN1CCCC1)C1CCC(=O)N(CCCN2CCOCC2)C1 (configuration not stated)
  GAA glycogen mod = -1%[76.3 µM]
> COc1ccccc1C1CCN(Cc2ccccc2)CC1
  GAA glycogen mod = -8%
> COc1cc(OC)c(C2Nc3cccc4cccc(c34)N2)c(OC)c1
  GAA glycogen mod = u
> Cc1cccc(OCC(=O)NCCCNC(=O)c2ccccn2)c1
  GAA glycogen mod = 1%[76.3 µM]
> COc1ccc(C(=O)Nc2ccnn2C2CCN(C(=O)c3cnsn3)CC2)cc1
  GAA glycogen mod = -2%[76.3 µM]
> O=[N+]([O-])c1ccc(C2CCCC/C2=N/O)c([N+](=O)[O-])c1 (configuration not stated)
  GAA glycogen mod = 1%
> Cc1cccc(-c2nnc3n(CCc4ccccc4)c(=O)c4ccccc4n23)c1
  GAA glycogen mod = -2%[76.3 µM]
> CCOc1ccc(NC(=O)CN2CCN(c3ccc(F)cc3)CC2)cc1
  GAA glycogen mod = 4%
> Cc1c(C)n(Cc2ccccc2)c2ncnc(Cl)c12
  GAA glycogen mod = 0%
> COc1ccc(NC(C)=O)cc1CNC(=O)COc1ccccc1C(=O)Nc1cccc(C)c1C
  GAA glycogen mod = -12%[76.3 µM]
> COc1ccc(N/C=C(\[N+](=O)[O-])S(=O)(=O)c2ccccc2)cc1
  GAA glycogen mod = -1%
> COc1ccc(CCNC(=O)CCc2cn(Cc3ccccc3Cl)c3ccccc23)c(OC)c1
  GAA glycogen mod = -6%[76.3 µM]
> O=C(CSc1n[nH]c(-c2ccccc2)n1)N1CCOCC1
  GAA glycogen mod = 1%
> O=S(=O)(c1ccc(F)cc1)N1CCN(S(=O)(=O)c2cc(F)ccc2F)CC1
  GAA glycogen mod = 18%[76.3 µM]
> CC(=O)Oc1ccc(/C=C2\C=C(c3ccc(C)cc3)OC2=O)cc1
  GAA glycogen mod = 1%
> CCCC(C(=O)NC(C)(C)C)N(Cc1ccc(F)cc1)C(=O)c1snc(C(N)=O)c1N (configuration not stated)
  GAA glycogen mod = -5%[76.3 µM]
> O=C(NC(=S)NC1CCCC1)c1ccccc1
  GAA glycogen mod = -9%[76.3 µM]
> CC(=O)Nc1ccc(CN2CCC(n3nccc3NC(=O)CCc3ccccc3)CC2)cc1
  GAA glycogen mod = 0%[76.3 µM]
> O=C(COc1nsnc1N1CCOCC1)Nc1ccc(Br)cc1
  GAA glycogen mod = -4%
> CCn1nc(NC(=O)C(C)(C)C)c2cc3cccc(C)c3nc21
  GAA glycogen mod = 2%
> O=Cc1c(NCc2ccccc2Cl)c2ccccc2[nH]c1=O
  GAA glycogen mod = 2%[76.3 µM]

> COC(=O)C(C)n1cnc2c(nnn2-c2ccc(F)cc2)c1=O (configuration not stated)
  GAA glycogen mod = -2%[76.3 µM]
> CCN(CC(=O)Nc1cccc(OC)c1)C(=O)c1cnc(Cl)c(Cl)c1
  GAA glycogen mod = 5%[76.3 µM]
> CC(C)[C@H](NC(=O)N1c2ccccc2NC(=O)[C@@H]1C(C)C)C(=O)N[C@@H](Cc1ccccc1)C(=O)O
  GAA glycogen mod = -17%[76.3 µM]
> COc1cccc(CNC(=O)Cn2ncn3nc(-c4cccs4)cc3c2=O)c1
  GAA glycogen mod = -2%[76.3 µM]
> COCc1cc(=O)[nH]c(SCC(=O)N2CCOCC2)n1
  GAA glycogen mod = -7%[76.3 µM]
> O=C(Cn1ncc2c([nH]c3ccccc32)c1=O)NCc1cccc(Cl)c1
  GAA glycogen mod = -5%[76.3 µM]
> CC1C(=O)OC(c2ccc(Cl)cc2)C(C)(C)C1=O (configuration not stated)
  GAA glycogen mod = 8%
> Cc1[nH][nH]c(=O)c1C(c1ccc(O)c(Br)c1)c1c(C)[nH][nH]c1=O
  GAA glycogen mod = u
> Cc1ccc(C(=O)N=c2sccn2C)cc1C
  GAA glycogen mod = -7%[76.3 µM]
> Cc1ccccc1C(=O)N1N=C(c2ccc(NS(C)(=O)=O)cc2)CC1c1cccs1 (configuration not stated)
  GAA glycogen mod = -8%
> CCOc1ccc(C(C(=O)NCC2CCCO2)N(C(=O)c2snc(C(N)=O)c2N)c2ccccc2F)cc1 (configuration not stated)
  GAA glycogen mod = 0%
> N#Cc1cccc(NC(=O)CCNC(=O)c2ccccc2Cl)c1
  GAA glycogen mod = 0%
> COc1ccc(CCCC(=O)NCCc2ccccc2)cc1
  GAA glycogen mod = 9%[76.3 µM]
> Cc1cc2[nH]c(=O)c(=O)[nH]c2cc1S(=O)(=O)N1CCN(c2ccccc2)CC1
  GAA glycogen mod = 11%&15%[76.3 µM]
> O=C1CSC(=S)N1
  GAA glycogen mod = -10%[76.3 µM]
> NS(=O)(=O)c1cccc(NC(=O)CC23CC4CC(C2)CC(CC(=O)Nc2cccc(S(N)(=O)=O)c2)(C4)C3)c1
  GAA glycogen mod = 0%
> Cn1c(SCc2ccc([N+](=O)[O-])cc2)nnc1-c1ccncc1
  GAA glycogen mod = 10%
> CC(CC(=O)Nc1ccccc1)NCCCN1CCCC1=O (configuration not stated)
  GAA glycogen mod = 8%
> CCCCC(CC)CNC(=O)CN1C(=O)NC2(CCc3ccccc32)C1=O (configuration not stated)
  GAA glycogen mod = -1%
> CC(Oc1ccc2c3c(c(=O)oc2c1)CCC3)C(=O)NCCCn1ccnc1 (configuration not stated)
  GAA glycogen mod = -2%[76.3 µM]
> COc1cc(C(=O)NCCNC(=O)c2cnccn2)cc(OC)c1OC
  GAA glycogen mod = 0%
> Cc1ccc(C2(C)NC(=O)N(CC(=O)NCc3ccccc3Cl)C2=O)cc1 (configuration not stated)
  GAA glycogen mod = -6%
> CCN1CCN(c2ccc(NC(=O)COc3ccc([N+](=O)[O-])cc3)cc2)CC1
  GAA glycogen mod = -1%[76.3 µM]
> COc1ccc2cc(Br)ccc2c1CC(=O)N1CCCC1
  GAA glycogen mod = -6%[76.3 µM]
> CCc1nnc(SCC(=O)Nc2nccs2)n1CC
  GAA glycogen mod = 0%[76.3 µM]

> COCCNC(=O)c1ccc(NS(=O)(=O)c2ccc3[nH]c(=O)[nH]c3c2)cc1
  GAA glycogen mod = 7%[76.3 µM]
> Cc1nn(CCCC(=O)NCc2ccccc2Cl)c(=O)c2nccn12
  GAA glycogen mod = 5%[76.3 µM]
> CN(C)CCNC(=O)c1ccc(Cn2c(SCc3ccc(F)cc3)nc3cccnc32)cc1
  GAA glycogen mod = -24%[76.3 µM]
> COc1cc(-c2cc(C(=O)NCc3ccc(S(N)(=O)=O)cc3)c3ccccc3n2)cc(OC)c1OC
  GAA glycogen mod = 7%
> Cc1cc(NC(=O)CSc2nnnn2-c2ccccc2C)no1
  GAA glycogen mod = -6%[76.3 µM]
> CN(C(=O)Cn1cc(S(=O)(=O)Cc2ccccc2Cl)c2ccccc21)c1ccccc1
  GAA glycogen mod = -9%[76.3 µM]
> Cc1ccc(C)c(C(=O)NC(C)c2ccc(-n3ccnc3)cc2)c1 (configuration not stated)
  GAA glycogen mod = 6%[76.3 µM]
> CCOc1ccc(CCNC(=O)CN2C(=O)COc3ccc(S(=O)(=O)N4CCOCC4)cc32)cc1
  GAA glycogen mod = 1%[76.3 µM]
> CC1(C)Cc2c(cnn2-c2ccc(F)cc2)C(NC(=O)CN2CCCCC2=O)C1 (configuration not stated)
  GAA glycogen mod = -5%[76.3 µM]
> Cn1c(NN)nc2c1c(=O)n(Cc1ccccc1)c(=O)n2C
  GAA glycogen mod = -11%
> Cc1ccccc1CNc1ncnc2cc(Cl)ccc12
  GAA glycogen mod = -7%
> O=C(NCc1ccco1)c1ccc(COc2ccccc2[N+](=O)[O-])o1
  GAA glycogen mod = 1%[76.3 µM]
> CC(C)(C)NC(=O)c1ccc2c(c1)N(CC(=O)N1CCCC1)C(=O)C(C)(C)O2
  GAA glycogen mod = 20%[76.3 µM]
> Cc1cccc(N2CCN(C(=O)C3CCN(c4ncnc5c4nc4n5CCCCC4)CC3)CC2)c1C
  GAA glycogen mod = -4%&7%[76.3 µM]
> O=C(CS(=O)(=O)c1ccc(F)cc1)NCCS(=O)(=O)c1ccccc1
  GAA glycogen mod = 3%
> COc1ccc(Nc2nc3ccc(C)cc3n3cnnc23)cc1Cl
  GAA glycogen mod = 5%
> O=C(c1cccc(Cl)c1)N1CCN(Cc2ccccc2)CC1
  GAA glycogen mod = 1%[76.3 µM]
> O=C(NCCc1ccc(Cl)cc1Cl)c1ccc2nc[nH]c2c1
  GAA glycogen mod = -7%[76.3 µM]
> CCc1nc(SCC(=O)NCC2CCCO2)c2c(=O)n(C)c(=O)n(C)c2n1 (configuration not stated)
  GAA glycogen mod = -3%[76.3 µM]
> Cc1ccc(-c2nc(CS(=O)(=O)CC(=O)NC3CC3)c(C)o2)cc1
  GAA glycogen mod = -7%[76.3 µM]
> CC(NC(=O)c1ccccc1SCC(=O)N1CCCC1)c1ccc(F)cc1 (configuration not stated)
  GAA glycogen mod = 4%[76.3 µM]
> NC(=O)c1cc2ccccc2o/c1=N/NC(=O)c1ccccc1
  GAA glycogen mod = 5%
> CC(/C=C1\SC(=S)N(CCC(=O)Nc2cccc(C(=O)O)c2)C1=O)=C\c1ccccc1
  GAA glycogen mod = 2%
> COc1cc(F)ccc1S(=O)(=O)NCc1cccnc1
  GAA glycogen mod = 5%[76.3 µM]
> O=C(CCCn1c(=O)c2cccn2c2cccnc21)N1CCN(c2ccccc2F)CC1
  GAA glycogen mod = -8%[76.3 µM]

# Remaining list, next part:
Structure	GAA glycogen mod
COc1cc(Cl)c(CN2CCCC(CO)(Cc3ccccc3)C2)cc1OC (configuration not stated)	-6%[76.3 µM]
CCc1ccc2[nH]c(=O)c(-c3ccccc3)c(O)c2c1	-1%[76.3 µM]
CCc1nc2oc3ccccc3c(=O)c2cc1C(=O)OC	6%
CCc1nnc(SCC(=O)N2CCc3ccccc32)n1CC	1%[76.3 µM]
CCC1CN(C(=O)N2CCC(C(=O)NCc3ccccc3C)CC2)c2ccccc2O1 (configuration not stated)	-1%&-6%[76.3 µM]
O=C(NC(=S)Nc1ccccc1N1CCOCC1)c1cccc([N+](=O)[O-])c1	-18%[76.3 µM]
CCN(CC)S(=O)(=O)c1ccc(N2CCc3ccccc3C2)nc1	29%
Cc1ccc2oc(C(=O)NCC3CCOCC3)c(C)c2c1	-1%[76.3 µM]
O=C(N/N=C/c1cccnc1)c1cccc(NC(=O)c2ccccc2Cl)c1	11%
COc1cc(NC(=O)COc2ccc(C)c(C)c2)ccc1NC(=O)c1ccco1	0%
Cc1cccc(NC(=O)C[n+]2cccc(C)c2)c1	17%[76.3 µM]
COCCN(C(=O)CCC(=O)Nc1nccs1)C(C(=O)NC(C)(C)C)c1ccc(F)cc1 (configuration not stated)	14%[76.3 µM]
COc1ccc(-c2nc3ccccc3nc2-c2ccc(OC)c(OC)c2)cc1OC	-7%[76.3 µM]
CCOC(=O)c1c(NC(=O)CSc2ncn[nH]2)sc(C(C)=O)c1C	-3%[76.3 µM]
COc1cccc(OC)c1C(=O)Nc1ccccc1NC(=O)c1c(OC)cccc1OC	0%
O=C(N/N=C\c1cccnc1)c1ccccc1O	6%[76.3 µM]
Cc1ccc(NC(=O)c2ccc3nsnc3c2)c(Cl)c1	0%[76.3 µM]
O=C(Nc1cccnc1)c1cc(-c2ccc(Cl)cc2Cl)on1	0%
O=C(CCC(=O)N1CCCC1)N1CCCC1	-1%[76.3 µM]
C[n+]1nc(Nc2ccccc2)sc1-c1ccc(O)cc1	0%[76.3 µM]
COc1ccccc1CC(=O)Nc1cc(C)ccn1	-5%[76.3 µM]
CCN1CCN(CCNC(=O)c2ccc(CS(=O)c3ccc(Br)cc3)o2)CC1 (configuration not stated)	-1%[76.3 µM]
CC1Oc2ccccc2N(CC(=O)N2CCCCC2)C1=O (configuration not stated)	-11%
Cc1ccc(S(=O)(=O)N2CCCC(C(=O)N3CCN(C)CC3)C2)cc1 (configuration not stated)	-2%[76.3 µM]
COc1ccc(/C=C/C(=O)O)cc1S(=O)(=O)N1CCCC1	9%[76.3 µM]
CC1CCN(CCOc2ccc(C(=O)c3ccccc3)cc2)CC1	10%[76.3 µM]
CN(c1ccccc1)S(=O)(=O)c1ccc2[nH]c(=O)oc2c1	1%
Cc1cc(=O)n2nc(N3CCCC3C(=O)Nc3cccc(F)c3)sc2n1 (configuration not stated)	28%[76.3 µM]
COc1ccc(C(=O)N/C(=C\c2cn(C)c3ccccc23)C(=O)NCCN2CCOCC2)cc1OC	-3%[76.3 µM]
O=C(O)c1ccccc1OCc1nc2ccccc2s1	5%
CCOC(=O)C1CCCN(C(=O)c2[nH]c3ccccc3c2Sc2ccc(Cl)cc2)C1 (configuration not stated)	-9%[76.3 µM]
CCc1ccccc1NC(=O)C1CCCN1C(=O)Nc1ccc(C)cc1 (configuration not stated)	0%
Cc1ccc(NC2CCCN(C(=O)c3c(C)noc3C)C2)cc1C (configuration not stated)	-15%[76.3 µM]
C[C@H](NC(=O)OC(C)(C)C)C(=O)NCC1CCC(C(=O)N[C@@H](Cc2ccccc2)C(=O)O)CC1 (some centres not stated)	-3%
O=C(NCc1cccnc1)c1ccc(NC(=O)c2ccc(Br)cc2)cc1	-5%

# Screening results (PubChem)

# The list is partial; rates above refer to the full screens.
